# Assay outcomes: PubChem, Sanford-Burnham Center for Chemical Genomics
# SENP8 block-1 – inhibitors of human SENP8 protease | inhibition, % at 10 µM | AID 2540 | Q96LD8 | 330,000 tested, 1.2% active | purified SENP8, Z-RLRGG-aminoluciferin cleavage, luminescence; in the data active means inhibition above about 50%
# HKDC1 inh – blocks human hexokinase HKDC1 activity | inhibition, % at 20 µM | 340,000 tested, 0.16% active | recombinant HKDC1, G6PDH/diaphorase resazurin coupled fluorescence | Q2TB90 | AID 493160;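 active means inhibition above about 35% when tested at 20 µM, limit read from the data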;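 further: plate controls were DMSO wells with enzyme for no effect and DMSO wells lacking enzyme for full effect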
#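 Assay system: recombinant HKDC1 hexokinase; detection: coupled resazurin fluorescence, excitation 525 nm, emission 613 nm; benchmarks: DMSO-plus-enzyme-mix negative control, buffer-substituted positive control; compound dosing: single 20 µM dose; schedule: 90 min at room temperature in dark; also added: glucose plus 1 mM ATP as hexokinase substrates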
# SENP7 inh – inhibitors of human SENP7 protease. Q9BQF6. recombinant SENP7, Z-RLRGG-aminoluciferin luminescence, 40 min. inhibition, % at 5 µM. 330,000 tested, 1.5% active. AID 434973;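 active means inhibition above about 50% at the single test dose, limit read from the data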;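 further: plate controls were DMSO with enzyme for no effect and no enzyme buffer wells for full effect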
# PfG6PD inh – PfG6PD (Plasmodium falciparum) enzyme inhibition; 350,000 tested, 0.78% active; PfGluPho enzyme, NADPH resazurin-diaphorase fluorescence; AID 504690; inhibition, % at 20 µM;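 active means inhibition reaching at least a set limit at 20 µM in the primary screen, cut at about 59% in these data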;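 further: 0% = DMSO wells with substrate and 100% = DMSO wells lacking glucose-6-phosphate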
# SENP8 block-2 – inhibitors of human SENP8 protease. 360,000 tested, 0.64% active. AID 602440. inhibition, % at 20 µM. recombinant SENP8, Nedd8 substrate fluorescence; in the data active means inhibition mostly above about 40%, no sharp cut-off; inactive means mostly below about 27%
# SENP6 inh – blocks the human protease SENP6; Q9GZR1; Recombinant SENP6 catalytic domain, aminoluciferin luminescence; inhibition, % at 10 µM; 330,000 tested, 1.8% active; AID 2599;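 active means inhibition above about 50% at the single tested dose, limit read from the data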;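 further: plate controls were DMSO wells with enzyme for no effect and DMSO wells lacking enzyme for full effect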
# Apaf-1 inh – blocks human Apaf-1 apoptosome activity. 330,000 tested, 0.71% active. inhibition, % at 20 µM. AID 489030. reconstituted apoptosome caspase-3 activity, DEVD-Rh110 fluorescence. O14727; active means inhibition of at least 40% at 20 µM;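 further: plate controls were DMSO wells for no effect and DEVD-CHO caspase inhibitor wells for full effect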
# Target sequence (O14727 whole entry, looked up): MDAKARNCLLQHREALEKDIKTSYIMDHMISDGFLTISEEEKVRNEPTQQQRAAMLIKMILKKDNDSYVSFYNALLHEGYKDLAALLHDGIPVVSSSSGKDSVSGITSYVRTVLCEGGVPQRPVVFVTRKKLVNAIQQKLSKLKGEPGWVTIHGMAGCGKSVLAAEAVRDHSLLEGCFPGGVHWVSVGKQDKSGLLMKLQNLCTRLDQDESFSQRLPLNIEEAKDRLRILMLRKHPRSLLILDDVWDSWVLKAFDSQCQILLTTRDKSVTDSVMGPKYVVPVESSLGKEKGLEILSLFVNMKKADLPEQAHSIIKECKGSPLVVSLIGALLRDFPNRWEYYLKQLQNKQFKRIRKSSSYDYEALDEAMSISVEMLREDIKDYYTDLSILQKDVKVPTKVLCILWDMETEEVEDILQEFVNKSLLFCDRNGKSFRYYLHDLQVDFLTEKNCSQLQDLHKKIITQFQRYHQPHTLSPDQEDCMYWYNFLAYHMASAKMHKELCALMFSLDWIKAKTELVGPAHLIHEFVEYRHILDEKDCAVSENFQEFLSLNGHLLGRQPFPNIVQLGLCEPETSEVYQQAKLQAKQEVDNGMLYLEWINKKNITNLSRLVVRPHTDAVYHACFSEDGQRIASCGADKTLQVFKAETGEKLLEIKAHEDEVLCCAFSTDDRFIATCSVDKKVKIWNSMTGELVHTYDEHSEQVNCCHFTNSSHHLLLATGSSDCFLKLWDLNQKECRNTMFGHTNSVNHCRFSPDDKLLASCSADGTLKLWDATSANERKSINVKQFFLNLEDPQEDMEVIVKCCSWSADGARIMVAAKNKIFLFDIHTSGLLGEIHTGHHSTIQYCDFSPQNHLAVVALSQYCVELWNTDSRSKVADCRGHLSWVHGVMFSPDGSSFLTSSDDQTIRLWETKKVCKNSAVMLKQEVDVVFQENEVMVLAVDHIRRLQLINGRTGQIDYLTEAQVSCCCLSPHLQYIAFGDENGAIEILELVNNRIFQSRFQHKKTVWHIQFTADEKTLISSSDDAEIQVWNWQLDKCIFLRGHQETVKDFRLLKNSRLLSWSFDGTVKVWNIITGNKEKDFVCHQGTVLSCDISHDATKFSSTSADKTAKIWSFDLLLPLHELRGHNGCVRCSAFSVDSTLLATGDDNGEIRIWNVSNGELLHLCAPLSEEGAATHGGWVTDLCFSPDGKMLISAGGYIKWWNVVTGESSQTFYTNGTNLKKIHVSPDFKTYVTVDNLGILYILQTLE
#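 Material: reconstituted apoptosome with Apaf-1, cytochrome c, caspase-9, procaspase-3, dATP; medium: pH 7.5 Hepes buffer with CHAPS, BSA, DTT; also added: cytochrome c and DEVD-Rh110 substrate; timing: 30 min plus 50 min, RT; signal: Rh110 fluorescence intensity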
# SENP1 inh – blocks the human SENP1 SUMO protease catalytic domain. Q9P0U3. recombinant SENP1 catalytic domain, CyPet-SUMO1-YPet FRET cleavage. inhibition, % at 10 µM. 360,000 tested, 0.21% active. AID 624204;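 active means inhibition at least 30% at 10 µM, raw YFP signal under a set limit, fluorescence ratio 0.5 to 1.5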;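 further: 0% = enzyme with DMSO and 100% = no enzyme wells; some results filed as inactive read as strong as hits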
#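 Assay system – human recombinant His6-tagged SENP1 catalytic domain enzyme · Input – SENP1 enzyme, 20 pM final · Buffer or medium – Tris pH 8 buffer plus EDTA, NaCl, BME, BSA, NP40, catalase · Schedule – 50 min reaction at room temperature · Technique – FRET read of cyan and yellow fluorescence · Control set – no-enzyme wells low, DMSO-plus-enzyme wells high control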
# An asterisk follows results filed as active; nt = no result given. Random draw from the library. Share with any hit: about 3.6%.
SMILES,SENP8 block-1,HKDC1 inh,SENP7 inh,PfG6PD inh,SENP8 block-2,SENP6 inh,Apaf-1 inh,SENP1 inh
CCCc1cc(=O)[nH]c2nnc(SCC(=O)Nc3ccc(C(C)=O)cc3)n12,2,2,6,-2,10,-8,0,2
Cc1ccn(CCC(=O)N2c3ccccc3CC2C)n1 (stereo not drawn),6,-1,-3,2,29,-5,-2,-2
CCCC(=O)Nc1ccc2c(c1)nc(CCNC(=O)c1ccco1)n2C,7,0,6,11,-2,-9,-9,0
Cn1c(CN2CCOCC2)nnc1SCc1ccccc1,-3,-11,-7,16,12,-16,-22,-1
COC(=O)c1c(NC(=O)CN(C)CC(=O)Nc2ccc(C)cc2)sc2c1CCC(C)C2 (stereo not drawn),1,-3,-9,27,-180,14,24,-2
COCCCn1c(SCC(=O)NC2CCCC2)nnc1-c1cccs1,8,-2,1,-10,9,-24,-9,0
O=C(O)Cc1sc(-c2ccc(C(=O)O)cc2)nc1-c1ccccc1,-6,-2,-5,-17,-342,-12,-1,3
Cc1ccc(NC(=O)C(C)N2C(=O)c3ccccc3S2(=O)=O)cc1Cl (stereo not drawn),-6,-1,-5,4,8,-12,8,0
CCN1CCN(C(=O)C(C)Sc2nc3nc(C)cc(C)n3n2)CC1 (stereo not drawn),-3,-7,-2,2,8,-11,4,0
COc1ccc(C(=O)CCN2CCCCCC2)cc1,-6,5,-14,3,7,-19,10,-2
O=C(O)C1CCCN1S(=O)(=O)c1ccc(Cl)c(Cl)c1 (stereo not drawn),-4,-10,-2,-22,-237,-11,-11,2
COc1ccc(/C=N/N2CCN(c3ccc(Cl)cc3)CC2)cc1O,-4,9,-6,19,18,0,-5,0
COc1ccc(Cl)cc1-c1nc(SCC(N)=O)n[nH]1,-9,-2,-4,23,20,-6,-13,1
COC(=O)c1cc(C(=O)Nc2ccc(S(=O)(=O)NC(C)(C)C)cc2)cc([N+](=O)[O-])c1,-6,-5,-2,12,6,-23,17,3
CCN(CC)CCNC(=O)c1ccc(NC(=O)/C=C/c2ccc3ccccc3n2)cc1,-1,-4,-1,8,4,-2,21,-10
CCOC(=O)C(=O)NNc1ccc(C)cc1,-5,3,3,-16,15,-2,5,2
COC(=O)c1cc(S(=O)(=O)NC2CCN(Cc3ccccc3)CC2)cn1C,-4,1,3,8,12,-25,1,0
COC(=O)c1ccsc1NC(=O)CN1CCN(Cc2ccc3c(c2)OCO3)CC1,9,0,1,-11,32,13,0,0
CCOC(=O)N1CCN(C2=C(NS(=O)(=O)c3ccc(NC(C)=O)cc3)C(=O)c3ccccc3C2=O)CC1,24,15,35,-2,73*,50,83*,1
COc1ccc(C(=O)NCCCNC(=O)c2ccccn2)cc1,9,0,2,0,0,0,-3,-1

# Sorted by molar mass (lowest first): part of the list above.
SMILES,SENP8 block-1,HKDC1 inh,SENP7 inh,PfG6PD inh,SENP8 block-2,SENP6 inh,Apaf-1 inh,SENP1 inh
COc1ccc(C(=O)NCCCNC(=O)c2ccccn2)cc1,9,0,2,0,0,0,-3,-1
O=C(O)Cc1sc(-c2ccc(C(=O)O)cc2)nc1-c1ccccc1,-6,-2,-5,-17,-342,-12,-1,3
CCCc1cc(=O)[nH]c2nnc(SCC(=O)Nc3ccc(C(C)=O)cc3)n12,2,2,6,-2,10,-8,0,2

# (list continues)
SMILES,SENP8 block-1,HKDC1 inh,SENP7 inh,PfG6PD inh,SENP8 block-2,SENP6 inh,Apaf-1 inh,SENP1 inh
CCOc1ccccc1CN1CCN(Cc2cccc3nonc23)CC1CCO (stereo not drawn),-9,-11,-4,1,4,-2,-3,2
Cc1nonc1NC(=O)CSc1nnc(-c2ccoc2C)n1-c1cccc(Cl)c1,0,6,-4,1,22,-13,5,0
Cc1ccc(CCN2CC(C(=O)O)CC2=O)cc1 (stereo not drawn),-6,-10,-11,-7,9,5,-8,4
COc1ccc(NC(C)=O)cc1NC(C)C(=O)Nc1cccc(S(=O)(=O)N2CCOCC2)c1 (stereo not drawn),-18,0,5,12,-2,17,0,-8
Cc1cccc(NS(=O)(=O)c2nnc(NC(=O)CC(C)C)s2)c1,-6,1,-8,-8,14,4,6,1
COC(C[C@H](O)[C@H](C)[C@@H](O)COCc1ccccc1)OC,4,1,-3,-5,20,-9,2,4
CC1(C)Cc2c(c(N3CCOCC3)nc3sc(C#N)c(N)c23)CS1,-5,0,1,8,-468,-9,10,-9
Cc1cc(C(=O)COc2ccc(C#N)cc2)c(C)n1-c1ccc2c(c1)OCO2,-6,-9,-1,8,5,-7,5,-2
Cn1cccc1/C=N\NC(=O)C1COc2ccccc2O1 (stereo not drawn),0,-6,5,-1,2,12,2,4
CC(Oc1ccc2c3c(c(=O)oc2c1)CCC3)C(=O)NCc1cccnc1 (stereo not drawn),-13,-4,-8,0,-163,-7,9,3
CCOc1ccc(OCC)c(NC(=O)CCS(=O)(=O)c2ccc(Br)s2)c1,8,4,3,-4,16,-3,10,-2
CC(O)[C@H]1CN=C(N)N1CC(C)(C)C (stereo partly drawn),3,-6,-1,-6,6,5,-5,0
CC1CC(C)CN(Cc2nc3c(c(=O)n(C)c(=O)n3C)n2CCN2CCOCC2)C1 (stereo not drawn),-5,-2,-5,-3,0,0,17,-2
CNC1(c2nnnn2-c2c(C)cccc2C)CCOC(C)(C)C1 (stereo not drawn),-4,-8,-2,-8,24,-16,-18,1
O=C(NC(=S)Nc1ncccn1)c1ccc(Cl)cc1Cl,-6,-4,-4,15,11,-16,3,1
Cc1ccc2cc(C3CC(c4ccco4)=NN3S(=O)(=O)c3ccccc3)c(Cl)nc2c1 (stereo not drawn),-4,2,-7,-5,-1,-3,18,-5
O=C(Oc1nsnc1N1CCOCC1)N1CCOCC1,1,-14,5,-2,16,7,-33,1
COCC1CCN(C(=O)CCc2nnc(CCCCc3ccccc3)o2)CC1,3,-1,-2,-4,2,9,1,1
COc1cc(N2C(=O)c3ccccc3C2=O)c(Cl)cc1C(=O)OCC(=O)N(C)C,-10,-7,-3,-1,2,-17,4,0
COc1ccc(-c2cnn3c(N)c(S(=O)(=O)C(C)(C)C)cnc23)cc1,0,-1,1,12,10,6,0,5

# One compound at a time, as listed above:
# Shown for `CCOC(=O)C(=O)NNc1ccc(C)cc1` → SENP8 block-1 = -5; HKDC1 inh = 3; SENP7 inh = 3; PfG6PD inh = -16; SENP8 block-2 = 15; SENP6 inh = -2; Apaf-1 inh = 5; SENP1 inh = 2
# Shown for `COc1ccc(C(=O)CCN2CCCCCC2)cc1` → SENP8 block-1 = -6; HKDC1 inh = 5; SENP7 inh = -14; PfG6PD inh = 3; SENP8 block-2 = 7; SENP6 inh = -19; Apaf-1 inh = 10; SENP1 inh = -2

# (list continues)
SMILES,SENP8 block-1,HKDC1 inh,SENP7 inh,PfG6PD inh,SENP8 block-2,SENP6 inh,Apaf-1 inh,SENP1 inh
CCOc1ccccc1CNC(=O)C1CCCN(c2ncnc3c2nc2n3CCCCC2)C1 (stereo not drawn),0,2,-4,-4,11,13,13,1
CSC1=C(C#N)C(c2ccc(C)s2)CC(=O)N1 (stereo not drawn),0,-1,-3,-10,6,0,-21,0
O=C(COc1ccc(S(=O)(=O)NCc2ccccc2)cc1)NCc1cccnc1,-2,2,9,-4,10,2,5,1
Cc1ccc(OCC(=O)Nc2ccc(CN3CCOCC3)cc2)cc1,5,-2,-6,6,4,5,-1,0
COc1ccccc1NC(=O)CCCNC(=O)Cn1cnc2sc(C)c(C)c2c1=O,0,1,6,34,7,7,1,2
O=C(NC1CC1)c1ccc2c(c1)N(Cc1ccc(Cl)cc1)CCS2,19,4,-5,3,-372,-2,21,1
CC(C)[C@@H](CO)NC(=O)c1ccc2c3n(nc2c1)-c1ccc(Cl)cc1CO3,-1,1,-1,13,-69,2,9,-5
N/C(=N\OC(=O)/C=C/c1ccccc1Cl)c1ccncc1,22,-10,34,4,16,44,5,5
Fc1ccccc1CSc1nncn1NC/C=C/c1ccccc1,6,4,0,15,33,-12,9,3
CCc1ccc(/C=N/NC(=S)NCCc2ccccc2)cc1,-3,0,-5,1,16,3,1,0
CC(CCc1ccccc1)NC(=O)COC(=O)c1cc(NS(=O)(=O)c2ccc(Cl)c([N+](=O)[O-])c2)ccc1O (stereo not drawn),3,15,-7,-10,22,-8,16,2
NS(=O)(=O)c1cccc(NC(=O)c2cccc(S(=O)(=O)N3CCCCCC3)c2)c1,12,1,5,13,9,-1,-3,-2
CCN(CC)C(=O)COc1c(-c2ccco2)oc2ccccc2c1=O,-1,-5,-6,-3,-290,-12,-4,-5
O=C(Nc1cccc(F)c1)/C(=C/c1ccco1)NC(=O)c1ccco1,-1,-1,1,3,-19,-8,9,-16
Cc1ccc(C)c(NC(=O)CSc2nc(C)cs2)c1,-9,-7,-9,15,6,-15,6,2
Cc1cc(NC(=O)CS(=O)(=O)c2cn(Cc3ccc(F)cc3)c3ccccc23)no1,-3,-1,-2,-10,-1,-14,15,0
COc1ccc(NC(=O)CCCC(=O)O)cc1Cl,-15,-20,-9,6,11,-20,-10,2
CCC1CCCCN1C(=O)Nc1cc(Cl)ccc1OC (stereo not drawn),0,-7,-1,-2,27,-5,-5,0
CO[C@@H]1[C@@H](OC(N)=O)[C@@H](O)C(Oc2ccc3c(O)c(NC(=O)c4ccc(O)c(CC=C(C)C)c4)c(=O)oc3c2C)OC1(C)C (stereo partly drawn),-6,-5,-2,-8,7,-18,3,-5
COc1ccccc1CN1C(=O)C(=O)N(Cc2cccc(C)c2)C1=O,-8,-2,0,1,8,-18,11,2
COc1cc(/C=c2\sc3n(c2=O)C(c2ccccc2)C(c2ccccc2)=NN=3)ccc1O (stereo not drawn),1,8,-3,18,-160,0,1,-12
COc1ccc(O)c(C(=O)C2c3ccccc3C(=O)N2c2ccc(C)cc2)c1 (stereo not drawn),-15,3,8,66*,-89,1,26,-3
O=C1C2C3C=CC(C4CC34)C2C(=O)N1/N=C/c1ccc(-c2ccccc2[N+](=O)[O-])o1 (stereo not drawn),-6,5,-2,17,-73,-8,24,-26
Cc1cccc(C)c1N=Nc1c(C)cc(O)cc1C,-13,-2,-2,11,23,5,3,2
COCCn1ccc(O)c(Cc2ccc(Cl)cc2)c1=O,1,-2,3,12,16,-3,-9,3
CCOc1ccccc1CN1C(=O)c2ccccc2C1C(=O)NC(C)CC (stereo not drawn),5,-4,-2,7,19,13,5,0
CC(=O)Nc1cc(C(F)(F)F)ccc1OCC1CCCO1 (stereo not drawn),-5,-3,7,-7,14,-5,0,0
COc1ccc([N+](=O)[O-])cc1CSc1nnc(NC(C)=O)s1,0,-4,9,-7,16,4,-17,2
CC(C)Cc1nnc(NC(=O)CCC(=O)N2CCN(c3ccc(Cl)cc3)CC2)s1,-1,4,-2,-3,9,6,22,2
CCN(CC)S(=O)(=O)c1ccc(S(=O)(=O)N2CCCC2)cc1,2,-8,6,4,5,-10,0,-1
O=C(NCc1nc2ccccc2[nH]1)C1=C[C@@H](c2ccc(C(F)(F)F)cc2)C[C@@H](OCc2ccc(CO)cc2)O1,-13,0,3,24,11,-18,18,-1
C/C(N)=C(/C#N)C(=O)COc1ccc(Cl)cc1Cl,-4,-10,-2,2,2,18,3,1
O=C(NC(Cc1ccccc1)C(=O)Oc1ccc2c(C(F)(F)F)cc(=O)oc2c1)OCc1ccccc1 (stereo not drawn),nt,3,nt,-23,-338,nt,nt,-25
